# CTSL1 counter – cathepsin L1 inhibition, PFM18AAP counter-screen; recombinant F. hepatica cathepsin L1, Z-Leu-Arg-MCA fluorescence; inhibition, % at 5.96 µM; 0.49% of 300,000 active;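 active = inhibition above the mean of all tested compounds plus 3 SD, set per screening campaign, cut at about 17% in these data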;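 note: 0% = plate median of test compound wells and 100% = 1 µM Z-Phe-Ala-diazomethylketone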
# PP5 inh – inhibitors of human protein phosphatase 5 (PP5). P53041. purified PP5c, OMFP substrate fluorescence. inhibition, % at 6.7 µM. 0.18% of 320,000 active;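 active = inhibition above the campaign's mean inhibition across all tested compounds plus 3 SD, cut at about 9.5% in these data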;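 note: 0% = DMSO only and 100% = 100 µM cantharidin control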
# Target sequence (P53041 whole entry, looked up): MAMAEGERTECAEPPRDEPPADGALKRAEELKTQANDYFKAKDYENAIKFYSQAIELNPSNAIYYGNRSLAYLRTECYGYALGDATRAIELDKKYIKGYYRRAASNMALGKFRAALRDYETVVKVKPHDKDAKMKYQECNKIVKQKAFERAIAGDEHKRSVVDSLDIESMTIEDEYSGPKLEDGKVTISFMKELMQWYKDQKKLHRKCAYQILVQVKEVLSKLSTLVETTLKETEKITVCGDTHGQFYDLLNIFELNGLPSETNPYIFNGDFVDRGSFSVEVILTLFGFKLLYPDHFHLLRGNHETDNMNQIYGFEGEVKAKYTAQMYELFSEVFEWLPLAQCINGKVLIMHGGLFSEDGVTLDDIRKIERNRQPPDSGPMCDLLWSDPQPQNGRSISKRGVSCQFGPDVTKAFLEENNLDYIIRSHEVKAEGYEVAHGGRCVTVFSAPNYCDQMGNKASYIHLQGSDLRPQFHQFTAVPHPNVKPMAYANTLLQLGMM
# procasp3 activ – activates human procaspase-3; P42574; recombinant procaspase-3 D3A, Ac-DEVD-pNA absorbance 405 nm; activation, % at 8.5 µM; 0.11% of 330,000 active;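 active = activation above the mean of all tested compounds plus 3 SD, cut at about 21% in these data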;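 note: 0% = DMSO alone and 100% = DMSO wells spiked with extra 5 µM PC-3 D3A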
# Target sequence (P42574 whole entry D9A/D28A/D175A): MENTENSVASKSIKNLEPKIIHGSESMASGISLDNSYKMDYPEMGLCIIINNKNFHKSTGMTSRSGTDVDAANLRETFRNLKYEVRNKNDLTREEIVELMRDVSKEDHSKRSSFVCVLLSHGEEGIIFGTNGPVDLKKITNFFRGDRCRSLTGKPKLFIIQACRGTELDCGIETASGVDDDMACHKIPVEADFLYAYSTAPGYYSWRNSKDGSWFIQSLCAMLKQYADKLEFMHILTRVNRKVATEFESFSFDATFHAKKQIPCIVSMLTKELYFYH
#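 Assay system – Procaspase-3 D3A mutant, all three cleavage aspartates alanine · Controls – DMSO-only low control, 5 µM PC-3 D3A high control · Schedule – 1 h compound preincubation, 2 h substrate hydrolysis at 25 °C · Signal – 405 nm absorbance of p-nitroaniline, reads at 0 and 120 min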
# Efflux pump inh – blocks antifungal efflux pumps in multiplex yeast assay; S. cerevisiae Candida pump triplex, Nile Red efflux; inhibition, % at 10 µM; 0.44% of 330,000 active; AID 485275;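 active = plate passing quality check with inhibition over a set limit, or well fluorescence over plate mean plus 4 SD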;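 note: Nile Red retained in pooled yeast measured as flow cytometry median fluorescence; 0% = buffer negative control and 100% = Enniatin B positive control; higher means more Nile Red kept so more efflux inhibition; some compounds called inactive have numbers as strong as hits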
# JMJD2C inh – blocks human GASC-1 demethylase activity | Q9H3R0 | GST-JMJD2C(1-420) H3K9me3 demethylation, DELFIA europium | inhibition, % at 2.35 µM | 0.069% of 330,000 active | AID 2099;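 active = more than half of a compound's replicate wells show inhibition beyond 50%, single wells judged on their own value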;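 note: signal counts dimethyl H3K9 product captured on neutravidin plate; 0% = median of DMSO wells and 100% = 0.3 times that DMSO median; strong numbers were not always called active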
# PP1 counter – PP1-alpha (human) inhibition in PP5 counter-screen | AID 2235 | purified PP1alpha, OMFP fluorescence | 0.9% of 320,000 active | P62136 | inhibition, % at 6.7 µM;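 active = inhibition above the mean inhibition of all tested compounds plus 3 SD, computed separately for each screening campaign, cut at about 15% in these data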
# TPT1 inhibitor – blocks Candida albicans tRNA 2'-phosphotransferase | recombinant caTPT1, FP RNA substrate dephosphorylation | inhibition, % at 5 µM | 0.81% of 300,000 active;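 active = inhibition above the mean of all tested compounds plus 3 SD, set per screening campaign, cut at about 24% in these data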;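 note: plate controls were DMSO alone for no effect and ferristatin control at 100 nM for full effect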
# procasp7 counter – counter-screen for procaspase-3 activators: activators of human procaspase-7; P55210; recombinant procaspase-7, Ac-DEVD-pNA absorbance 405 nm; D23A/D198A/D206A triple mutant, cannot self-cleave; scale: DMSO 0, 5 µM enzyme 100; activation, % at 8.5 µM; 0.093% of 330,000 active;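 active = percent activation above the screen-wide mean plus 3 SD, cut at about 25% in these data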
# Target sequence (P55210 whole entry D23A/D198A/D206A): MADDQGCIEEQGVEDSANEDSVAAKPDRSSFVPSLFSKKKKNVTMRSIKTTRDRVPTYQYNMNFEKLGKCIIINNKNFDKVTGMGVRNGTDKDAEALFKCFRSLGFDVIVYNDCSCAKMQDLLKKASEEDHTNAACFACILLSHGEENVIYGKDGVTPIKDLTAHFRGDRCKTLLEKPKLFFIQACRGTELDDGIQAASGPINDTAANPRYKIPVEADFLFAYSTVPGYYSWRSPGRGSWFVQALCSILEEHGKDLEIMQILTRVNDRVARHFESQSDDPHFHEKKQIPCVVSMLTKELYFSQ
#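 Assay system – Uncleavable procaspase-7 mutant enzyme · Quantity – 2 µM procaspase-7 mutant as dispensed · Times – 1 h preincubation, 2 h reaction · Dosing – single nominal 8.5 µM compound dose, 0.8% DMSO final · Buffer or medium – Zinc-free 50 mM HEPES buffer, pH 7.4, with NaCl and Triton X-100 · Detection – Epi-absorbance of released pNA at 405 nm, two timepoints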
# core dimer inh – blocks dimerization of HCV core protein; TR-FRET GST/Flag-core106 dimerization, 1536-well; inhibition, % at 5 µM; 0.33% of 300,000 active; AID 1899;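 active = inhibition above the mean of all tested compounds plus 3 SD, set per screening campaign, cut at about 45% in these data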
#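 Material: GST/Flag-tagged HCV core106 proteins. Incubation: 4 h, 22.5 °C incubation. Read-out basis: inhibition (%) from 671 over 617 nm ratio. Measured by: TR-FRET, excitation 340 nm, emission 617 and 671 nm.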
# * hit, by the source's call; nt = no result given; & = joins results of further samples.
SMILES,CTSL1 counter,PP5 inh,procasp3 activ,Efflux pump inh,JMJD2C inh,PP1 counter,TPT1 inhibitor,procasp7 counter,core dimer inh
CCCCNC(=O)N1CCN(Cc2ccc(F)cc2)CC1,-1,-1.0,6,-0.1,24,-4,-2,10,2
C=C(C)c1cccc(C(C)(C)NC(=O)Nc2nncs2)c1,7,0.0,-5,0.0,-12,0,0,-9,-2
N=C1N(/N=C/c2ccccc2)C(=Nc2ccccc2)C(=S)N1c1ccccc1,1,-0.1,0,-0.1,9,5,5,3,1
CS(=O)(=O)Nc1ccc(Br)cc1C(=O)c1ccccc1,0,-0.1,0,0.0,-3,-1,-1,0,-5
CCCCC(=O)Nc1ccc(NC(=O)c2cccs2)cn1,1,3.3,5,0.0,-3,-1,4,-2,-6
COc1cc(OC)c(OC)cc1/C=C1/C(=O)N=C(N)N1C,0,-0.3,2,-0.1,9,-4,1,1,-2
CC(Oc1ccc(Cl)cc1Cl)c1nc(-c2ccccn2)no1 (stereo not given),-1,2.6,8,0.0,-3,2,-1,13,6
Cc1ccsc1CN1CCN(c2ccccn2)CC1,1,2.9,6,0.0,-2,-2,1,13,-3
CCCCCn1c2c(c(=N)c3ccccc31)CCC2,1,1.9,-5,0.2,-5,-3,1,-6,0
COc1cc(C(=O)/C=C/c2cccnc2)ccc1O,-6,-6.8,-13,-0.1,-13,-6,-1,-14,-6
O=C(CNCCCO)Nc1cc(C(F)(F)F)cc(NC(=O)CNCCCO)c1Cl,0,0.2,7,-0.1,1,0,1,0,-6
COc1ccc(CCNC(=O)CSc2cc(=O)[nH]c(N)n2)cc1OC,3,-1.4,-6,0.0,-2,3,-3,2,-1
CCc1ccc(OC)c(S(=O)(=O)Nc2ccc(Cc3ccncc3)cc2)c1,-4,4.3,5,0.0,-2,3,-4,-12,-3
O=[N+]([O-])c1cc2c(cc1[N+](=O)[O-])OCCOCCOCCOCCO2,-4,0.9,3,-0.1,-8,-4,-3,1,2
O=C(NCc1cccnc1)c1noc2c1CCCC2,-3,2.8,15,-0.2,-1,8,0,-14,-6
O=S(=O)(Cc1ccc(Cl)cc1)Nc1ccc(Cl)cn1,-1,1.7,2,0.1,-1,-4,0,-3,2
Cc1c(-n2cc(C(=O)c3ccccc3O)cc(C#N)c2=O)c(=O)n(-c2ccccc2)n1C,6,2.2,7,0.2,2,-2,5,1,-4
CC(C)[C@H](NC(=O)OC(C)(C)C)c1nnc(SCc2cccc(F)c2)o1,0,0.2,19,0.0,1,5,0,-5,5
OC(CN1CC=C(/C=C/c2ccc(Br)cc2)CC1)c1ccccc1 (stereo not given),-1,2.5,6,0.0,9,1,0,-5,0
Cc1noc(C)c1CSCC(=O)N(C)CC(=O)Nc1ccc(Cl)c(Cl)c1,-11,5.3,-2,0.5,-2,-8,1,-3,-5
C/C=C(\C)C(=O)NCCN1C2=NC[C@@H](Cc3ccccc3)N2C[C@H]1Cc1ccc(O)cc1,5,2.6,2,-0.1,-1,3,-3,2,-10
Cc1cc(NC(=O)CCC(=O)N(CC(C)C)C(C(=O)NC(C)(C)C)c2ccccc2Cl)no1 (stereo not given),0,1.2,10,0.8,3,0,-2,1,-4
COC(=O)C1=COC(C)C2CN3CCc4c([nH]c5cc(OC)c(OC)cc45)C3CC12 (stereo not given),-3,1.4,4,0.9*,11,-5,-20,-9,-7
Cn1c(-c2ccc[nH]c2=O)nc2cc(Cl)ccc21,0,-0.2,3,0.1,-4,-2,-5,-1,0
Cc1nnc(NC(=O)C2CCN(S(=O)(=O)c3cc([N+](=O)[O-])ccc3Cl)CC2)o1,nt,2.8,3,-0.1,0,4,nt,-6,nt
CN1CCN(CCCNC(=O)c2cn(C)c3ccc(S(=O)(=O)N(C)C)cc3c2=O)CC1,2,0.8,-1,0.0,-3,-2,0,14,-3
CCOC(=O)c1[nH]ncc1CN1CCCC(C(=O)c2ccc(C(C)(C)C)cc2)C1 (stereo not given),-4,1.2,-6,-0.2,16,3,-4,-3,-13
Fc1ccc(/C=N/Nc2nn[nH]n2)cc1,4,-4.7,-2,-0.1,5,0,-3,10,-3
CCOc1ccc(NC(=S)N(CCOC)C(C)c2cccnc2)cc1 (stereo not given),2,1.5,-12,0.0,9,4,-1,-19,-2
O=C(COc1cccc(Cl)c1)NNC(=S)Nc1ccccc1,2,-1.9,-12,-0.5,-1,-2,0,-15,8
COC(=O)C(CC(=O)c1ccc(Cl)cc1)c1ccc(C(C)C)cc1 (stereo not given),0,1.8,0,0.2,17,5,-3,4,0
CN1CCN(C(=O)c2cc3nc(-c4ccccc4)cc(-c4ccccc4)n3n2)CC1,-1,2.9,-4,0.6,-10,-2,6,-1,13
CC(C)CN(CC(C)C)CC(O)COc1ccccc1Br (stereo not given),4,1.1,-7,0.1,10,0,3,6,-7
C#CCOCCOCCOCCNc1nc(N2CCN(C(=O)[C@H]([C@@H](C)CC)n3cc([C@@H](N)CO)nn3)CC2)nc(N2CCN(C(=O)[C@H](Cc3ccc(O)cc3)n3cc([C@@H](N)CC(C)C)nn3)CC2)n1,-2,-1.1,11,0.0,-2,-1,-3,-6,4
Cc1ccc(-c2csc3ncn(CC(=O)O)c(=O)c23)cc1C,0,1.2,-2,-0.1,0,-2,-2,-1,-2
CCOC(=O)c1c(C)n(C)c2ccc(O)c(CN3CCCCC3)c12,1,2.1,0,0.1,-8,-1,-2,3,-7

# Shown tab-delimited: part of the list above
SMILES	CTSL1 counter	PP5 inh	procasp3 activ	Efflux pump inh	JMJD2C inh	PP1 counter	TPT1 inhibitor	procasp7 counter	core dimer inh
CN1CCN(CCCNC(=O)c2cn(C)c3ccc(S(=O)(=O)N(C)C)cc3c2=O)CC1	2	0.8	-1	0.0	-3	-2	0	14	-3
CCOC(=O)c1[nH]ncc1CN1CCCC(C(=O)c2ccc(C(C)(C)C)cc2)C1 (stereo not given)	-4	1.2	-6	-0.2	16	3	-4	-3	-13
Cc1ccc(-c2csc3ncn(CC(=O)O)c(=O)c23)cc1C	0	1.2	-2	-0.1	0	-2	-2	-1	-2
CCOC(=O)c1c(C)n(C)c2ccc(O)c(CN3CCCCC3)c12	1	2.1	0	0.1	-8	-1	-2	3	-7
Cc1nnc(NC(=O)C2CCN(S(=O)(=O)c3cc([N+](=O)[O-])ccc3Cl)CC2)o1	nt	2.8	3	-0.1	0	4	nt	-6	nt

# Remaining list, next part
SMILES,CTSL1 counter,PP5 inh,procasp3 activ,Efflux pump inh,JMJD2C inh,PP1 counter,TPT1 inhibitor,procasp7 counter,core dimer inh
Cc1cc(N2CCC(C)CC2)n2ncc(-c3ccccc3)c2n1,1,3.0,7,0.2,-6,-1,-4,16,3
CN(Cc1nc2ccccc2c(=O)[nH]1)Cc1cc(=O)oc2ccc3ccccc3c12,1,2.6,5,0.0,6,-2,-3,1,3
Cc1ccc(/C=N/NC(=O)c2ccoc2C)s1,0,0.3,8,-0.1,23,-1,-2,-2,-4
CCC(C)C(=O)Nc1nnc(-c2cccs2)s1 (stereo not given),6,1.1,-4,-0.1,16,-2,-2,-8,1
COc1ccc(NC(=O)N(C)C[C@H]2Oc3ccc(NS(=O)(=O)c4c(C)noc4C)cc3C(=O)N([C@H](C)CO)C[C@@H]2C)cc1,nt,nt,4,-0.3,23,nt,nt,-3,nt
Cc1ccc(NC(=S)NC2CC3CCCC(C2)N3Cc2cccs2)cc1 (stereo not given),-2,0.6,-7,0.0,-8,-1,3,-4,2
CCOCC(=O)Nc1nnc(Cc2ccc(OC)cc2)s1,5,1.4,-5,-0.1,12,-2,-1,4,-4
COC1CCCCC1Nc1cc(C)ccc1C (stereo not given),1,2.4,5,0.0,8,0,-6,2,-3
COc1ccc(NS(=O)(=O)c2ccc(NC(=O)c3ccccc3)cc2)nn1,-3,1.1,5,-0.1,-1,0,-7,-8,3
Cc1nnc(NC(=O)c2ccc(C)c(S(=O)(=O)N3CCOCC3)c2)s1,-2,-1.7,-4,-0.1,-3,0,0,16,-2
CN1CCN(c2ccc(NC(=O)c3ccco3)cc2Cl)CC1,1,1.4,9,0.0,5,0,1,2,11
COC(=O)c1ccc(N2C(=O)CC(SCCN)C2=O)cc1 (stereo not given),-5,2.3,-5,0.1,2,3,3,-3,0
CCOC(=O)Cc1csc(SCC(=O)Nc2cc(C)ccc2OC)n1,0,-0.7,-2,0.1,17,1,3,0,-1
NCCc1nnc(SCC(=O)Nc2cccc(Cl)c2)o1,14,-0.5,12,0.0,-2,0,0,7,-10
CC1CN(C(=O)COC(=O)[C@@H](NC(=O)c2ccccc2Cl)C(C)C)CC(C)O1 (stereo not given in full),nt,nt,-5,-0.2,1,nt,nt,-5,nt
CCOC(=O)C1CCN(C(=O)c2cccc(C(=O)N3CCC(C(=O)OCC)CC3)c2)CC1,-3,-2.3,2,0.1,4,-6,-2,-1,-4
CCCNC(=S)NNC(=O)c1cc(-c2cccnc2)nc2ccccc12,2,1.3,1,0.0,-1,-3,3,9,-1
O=C(OCc1nnc(-c2ccccc2)o1)c1cccnc1Cl,-5,1.0,-8,0.0,-21,1,5,-3,-5
O=C(NCCCN1CCOCC1)c1onc(CSc2ccc(F)c(F)c2)c1C(=O)NCCCN1CCOCC1,8,0.8,-4,0.0,-1,-1,-1,7,0
Cc1cc(NC(=O)COC(=O)c2c(Cl)cccc2Cl)no1,nt,3.1,-3,0.7,7,-2,nt,-7,nt
CCOc1ccccc1NC(=O)c1ccc2ccccc2c1,3,2.6,-6,0.2,5,4,-2,-2,11
Cc1c(NC(=S)Nc2ccccc2)c(=O)n(-c2ccccc2)n1C,-6,-0.6,-11,-0.1,-6,-2,6,-1,-2
CC(NC(=O)CSc1nnnn1C1CC1)c1ccccc1Br (stereo not given),nt,nt,-1,0.1,-2,nt,nt,12,nt
Cc1ccc(C(=O)c2ncc[nH]2)cc1,-3,2.6,-2,-0.1,-1,-1,-2,-8,5
CCC1(CC)C(=O)C2=C3C1[C@H](C(=O)OC)C=C(C(=O)OC)C[C@H]3n1c(=O)n(C)c(=O)n1[C@H]2C (stereo not given in full),-1,3.5,-8,0.0,0,-2,-2,3,-8
Cc1ccc2oc(=O)c3cnn(CC(=O)N(Cc4ccco4)C4CCCCC4)c3c2c1,43*,1.3,1,0.0,2,3,-2,5,18
COc1cc(C(=O)NC2CC3CCCC(C2)N3CC(=O)Nc2ccccc2)cc(OC)c1OC (stereo not given),0,1.5,2,-0.1,-5&7,-4,5,11,-5
CCCCC(=O)N=c1sc2cc([N+](=O)[O-])ccc2n1C,0,1.6,-1,0.0,-25,-5,-5,4,2
C/C(Cc1ccccc1)=N\NC(=O)CNC(=O)COc1ccccc1,-1,-0.4,5,0.0,-15,-2,-3,0,-7
Cc1cc(C)c(S(=O)(=O)N2CCOC2CNC(=O)C(=O)NCc2ccco2)c(C)c1 (stereo not given),-1,3.5,6,0.0,16,8,-2,7,4
CCCn1nnc(NC(=O)c2sc3ccccc3c2Cl)n1,6,-0.5,11,0.1,-2,-4,0,-9,5
